Screening results deposited in PubChem BioAssay by several laboratories.
MC4R barr agon = agonists of human melanocortin 4 receptor (MC4R) beta-arrestin | P32245 | U2OS MC4R beta-arrestin complementation, luminescence; percent of melanotan II response, DMSO zero | activation, % at 8.9 µM | 0.98% of 360,000 active;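 active = activation above a per-plate cutoff, the mean activation of sample wells on that plate plus 3 SD, cut at about 8% in these data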
Vif inh = HIV Vif inhibition | AID 602346 | HEK293T cells, Vif self-association by quenched fluorescence, imaging, 24 h | inhibition, % at 7.49 µM | 0.35% of 340,000 active; in the data active = inhibition above about 50%, passing the limit was not always enough; inconclusive = no clear call, values can overlap the other calls; inactive = below about 31%; also: some results filed as inactive read as strong as hits
NOD2 RIPK2 PPI = NOD2-RIPK2 protein interaction inhibition. O43353. CHO BLA complementation NOD2-RIPK2, CCF4 ratio. inhibition, % at 4.98 µM. 0.38% of 360,000 active. AID 624267; in the data active = inhibition above about 21%;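 also: 0% = vehicle only and 100% = reference blocker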
MC4R antagonist = antagonists of human melanocortin 4 receptor (MC4R) | P32245 | MC4R-expressing cells, MTII-stimulated cAMP, LANCE TR-FRET | inhibition, % at 6.5 µM | 0.48% of 360,000 active | AID 540295;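 active = inhibition above its plate's cutoff, the mean of tested wells on that plate plus 3 SD, cut at about 29% in these data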;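 also: 0% = Melanotan II alone and 100% = Melanotan II plus saturating MCL0020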
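system = U2OS cells with stable human MC4R expression | also added = Melanotan II challenge after compound preincubation | dosing = one concentration, 6.5 µM nominal | incubation = compound 30 min, challenge 1 h, detection 1 h | measured by = TR-FRET with Eu-cAMP and labeled anti-cAMP, 671 nm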
N-glyco inh = N-linked glycosylation inhibition; D54 ERlucT glycosylation luciferase reporter, 24 h; percent of 100 nM tunicamycin response; reporter increase, % at 12.5 µM; 0.23% of 360,000 active;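 active = mean luciferase reporter signal, scaled so untreated is 0 and the glycosylation-blocking control 100, at or above a set limit in every replicate; inconclusive = mean reaches the limit but not every replicate does; inactive = mean below the limit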;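 also: luciferase carries N-glycosylation sites so blocking glycosylation raises the light; 0% = median of neutral control wells and 100% = median of 100 nM tunicamycin wells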
ABCB6 inh 2 = blocks the human ABCB6 transporter; Q9NP58; K562-ABCB6 porphyrin accumulation, flow cytometry, 1 h; stronger effect = lower value; fluorescence ratio to DMSO, % at 10 µM; 0.19% of 360,000 active; AID 602162;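 active = fluorescence ratio to DMSO below 75%, the collection mean minus 3 SD; inconclusive = too few cells collected in the well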;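 also: signal is porphyrin accumulated inside mitochondria; 100% equals median channel fluorescence of DMSO control wells; lower ratio means ABCB6 inhibition with less porphyrin fluorescence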
Granule exo inh = blocks lytic granule exocytosis; TALL-104 LAMP-1 surface exposure, flow cytometry; cells stimulated with thapsigargin and PMA; inhibition, % at 10 µM; 0.66% of 360,000 active;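 active = inhibition above about 55%, limit read from the data; inconclusive = no clear call, values can overlap the other calls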
ABHD5-PLIN5 inh = blocks binding of human ABHD5 to perilipin-5; Q00G26+Q8WTS1; Split G. princeps luciferase complementation, luminescence, 4 h; inhibition, % at 4 µM; 0.78% of 360,000 active;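 active = inhibition above the mean inhibition across every tested compound plus 3 SD, cut at about 22% in these data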;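 also: 0% = DMSO only wells and the 100% control is not disclosed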
Target sequence (Q00G26 whole entry, looked up): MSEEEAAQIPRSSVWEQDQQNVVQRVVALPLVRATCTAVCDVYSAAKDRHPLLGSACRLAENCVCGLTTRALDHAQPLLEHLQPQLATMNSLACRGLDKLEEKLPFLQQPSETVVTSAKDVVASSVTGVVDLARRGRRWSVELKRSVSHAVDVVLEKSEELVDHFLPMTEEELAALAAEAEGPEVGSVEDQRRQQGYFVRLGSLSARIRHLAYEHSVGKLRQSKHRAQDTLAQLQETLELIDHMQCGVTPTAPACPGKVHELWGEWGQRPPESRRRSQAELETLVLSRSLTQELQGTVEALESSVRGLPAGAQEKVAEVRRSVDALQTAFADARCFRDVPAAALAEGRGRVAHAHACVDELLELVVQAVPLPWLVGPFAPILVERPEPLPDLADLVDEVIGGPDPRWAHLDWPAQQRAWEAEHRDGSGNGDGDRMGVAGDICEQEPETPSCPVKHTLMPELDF
Target sequence (Q8WTS1 whole entry, looked up): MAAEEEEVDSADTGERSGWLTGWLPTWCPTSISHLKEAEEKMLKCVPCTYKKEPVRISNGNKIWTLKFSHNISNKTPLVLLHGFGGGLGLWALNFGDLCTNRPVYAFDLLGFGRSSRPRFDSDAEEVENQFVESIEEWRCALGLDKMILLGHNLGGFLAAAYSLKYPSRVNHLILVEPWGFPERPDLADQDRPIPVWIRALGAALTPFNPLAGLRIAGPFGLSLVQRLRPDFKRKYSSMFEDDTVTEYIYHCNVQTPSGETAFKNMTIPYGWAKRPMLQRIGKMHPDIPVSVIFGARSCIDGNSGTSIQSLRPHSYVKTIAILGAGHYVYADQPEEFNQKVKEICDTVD
aDG glyco act = increases alpha dystroglycan glycosylation; Pro5-aDG cells, alpha-DG glycosylation AlphaScreen (IIH6); 0% Pro5, 100% B10-LARGE cell signal; activation, % at 10 µM; 0.22% of 360,000 active; AID 624168;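 active = activation of at least 8% versus controls, or a plate z-score of at least 8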;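 also: Pro5 are CHO cells carrying HIG-tagged alpha-DG that lacks glycosylation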
TLR9-MyD88 inh = TLR9-MyD88 interaction inhibition | Q9NR96+Q99836 | CHO BLA complementation TLR9-MyD88, CCF4 FRET ratio | inhibition, % at 4.98 µM | 0.21% of 340,000 active | AID 504734;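 active = inhibition above the mean over all tested compounds plus 3 SD, cut at about 21% in these data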;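 also: 0% = DMSO only wells and 100% = clavulanate BLA inhibitor control wells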
Active calls of the source: *; ? = inconclusive; . = not tested or not shown. These rows are one share of the data; the hit share may differ from the screen's.

MC4R barr agon	Vif inh	NOD2 RIPK2 PPI	MC4R antagonist	N-glyco inh	ABCB6 inh 2	Granule exo inh	ABHD5-PLIN5 inh	aDG glyco act	TLR9-MyD88 inh	compound
-0.7	5	-20	3	3	107	-11	4	-0.4	.	OCCN1CCN(c2ncnc3c2ncn3[C@H]2CN(Cc3ccco3)C[C@@H](CO)O2)CC1
-0.3	3	-8	2	-1	90	-5	5	0.3	-5	O=C(Nc1ncn[nH]1)c1cc(S(=O)(=O)Nc2ccc(Cl)cc2)ccc1Cl
1.2	2	-8	-3	2	98	-8	-3	-0.1	.	CN1C(=O)N(C)C2(c3ccccc3)NNC(N)=NC12c1ccccc1 (configuration not stated)
2.6	-17	1	4	-1	94	0	4	-0.5	-15	COc1ccc(-c2nn(-c3ccccc3)cc2C(=O)Nc2nccs2)cc1
-1.8	6	-3	-3	2	103	-2	0	0.6	-2	Cc1ccccc1N1CN(Cc2ccco2)CNC1=S
-1.3	13	5	2	?	97	15	0	0.0	2	COc1cc2c(cc1OC)CN(c1ccc3ccccc3n1)CC2
-1.2	8	-9	0	3	102	-1	-8	0.0	-2	O=C(OCC(=O)c1ccc[nH]1)c1ccc(C(F)(F)F)cc1
-2.4	-4	-1	-11	-1	103	-1	5	0.0	-15	COc1cc(OC)c(C2N(c3ccc(Cl)c(Cl)c3)C(=O)C3CCCN32)cc1OC (configuration not stated)
-2.1	-11	-11	11	1	99	0	4	-0.2	0	CNC(=O)NC(=S)NC(=O)c1ccc(OC)cc1
0.9	3	-1	3	0	100	-1	-3	0.0	-7	CCOCCCN(C(=O)c1ccco1)C(C(=O)NC1CCCC1)c1ccc(OC)cc1 (configuration not stated)
-2.3	-3	-1	6	5	95	54	4	1.0	3	Cc1cccc(NC(c2ccc(C)s2)c2ccc3ccc(C)nc3c2O)n1 (configuration not stated)
-3.1	.	-2	7	-6	98	-7	4	-0.3	5	COc1ccc(-c2nn(-c3ccccc3)cc2C(=O)N2CCN(S(=O)(=O)c3cccc(F)c3)CC2)cc1
40*	5	-9	14	6	98	4	20	-0.1	-1	Cc1ccc(C(C)C)c(OCc2nn(CC(=O)c3ccc(Cl)cc3)c3[n+]2CCCCC3)c1
-0.9	9	-3	12	-14	102	2	-1	1.8	3	O=C(Nc1ccc2c(c1)OCCO2)c1cc2ccccc2o1
-0.9	-3	0	-3	3	95	20	6	0.0	-2	C#CCOCCOCCOCCNc1nc(N2CCN(C(=O)C([C@@H](C)CC)n3cc(C(N)Cc4ccc(O)cc4)nn3)CC2)nc(N2CCN(C(=O)[C@H](CCC(=O)O)n3cc(C(N)[C@H](C)CC)nn3)CC2)n1 (some centres not stated)
0.3	0	1	3	-4	100	-4	2	0.0	-4	Cc1ccc(S(=O)(=O)N2CC3(O)CN(C(=O)OC(C)C)N(C(=O)OC(C)C)CC3(OC(=O)NCc3ccccc3)C2)cc1 (configuration not stated)
-2.8	-1	-2	9	1	95	10	2	0.0	-9	CSc1ccc(S(=O)(=O)NCC(=O)OCC(=O)N(C)Cc2ccccc2)cc1[N+](=O)[O-]
-1.0	-1	-3	-2	2	98	1	-7	-0.2	12	Oc1ccc2ccccc2c1C=Nc1ccc(Cl)cn1
0.8	0	-9	7	-1	95	2	0	-0.1	-12	COCC(=O)N(C)C[C@H]1Oc2cc(Br)ccc2S(=O)(=O)N([C@H](C)CO)C[C@H]1C
-2.1	14	-13	23	1	102	0	7	-0.3	.	CCC(=O)N1CCCC(C)(C(=O)Nc2nccc3ccccc23)C1 (configuration not stated)

The list goes on, overlapping the part above by two compounds.
MC4R barr agon	Vif inh	NOD2 RIPK2 PPI	MC4R antagonist	N-glyco inh	ABCB6 inh 2	Granule exo inh	ABHD5-PLIN5 inh	aDG glyco act	TLR9-MyD88 inh	compound
0.8	0	-9	7	-1	95	2	0	-0.1	-12	COCC(=O)N(C)C[C@H]1Oc2cc(Br)ccc2S(=O)(=O)N([C@H](C)CO)C[C@H]1C
-2.1	14	-13	23	1	102	0	7	-0.3	.	CCC(=O)N1CCCC(C)(C(=O)Nc2nccc3ccccc23)C1 (configuration not stated)
-2.5	0	-3	-2	0	93	17	0	-0.1	.	COc1ccccc1NC(=O)Nc1nnc([C@H]2C[C@H](O)[C@@H](CO)O2)s1
-2.7	1	-3	3	2	105	0	-2	1.0	-6	O=C(NNc1cccc(Cl)c1)c1cccnc1Cl
3.9	1	9	16	1	97	58*	7	0.9	-8	CCN(CC)CC(O)Cn1c(C)c(-c2ccccc2)c2cc([N+](=O)[O-])ccc21 (configuration not stated)
-2.5	-16	-3	10	0	96	-2	2	0.0	8	Cc1c(NC(=O)CSc2nnc(-c3ccco3)n2-c2ccccc2)c(=O)n(-c2ccccc2)n1C
-1.1	1	3	4	1	96	-7	-1	0.0	6	O=S(=O)(NCCN1CCCC1)c1ccc(Br)cc1
-1.7	4	-6	3	-2	95	1	1	-0.4	9	O=c1cc(CN2CCc3ccccc32)nc2sccn12
1.1	-12	-6	-9	3	98	0	-9	1.0	-6	O=C1C(Nc2ccccc2)=C(NS(=O)(=O)c2ccccc2)C(=O)c2ccccc21
0.3	.	-7	-1	0	96	0	-3	0.4	-6	CCN1C[C@@H]2[C@@H]3C(=O)N(Cc4ccccc4)C(=O)[C@@H]3[C@](CC)(C(=O)OC)N2C1=NCc1ccccc1
-2.9	4	-1	5	1	99	9	-4	-0.2	-2	CN(CCC1CCCCO1)C(=O)CCc1nnc(Cc2c[nH]c3ccccc23)o1 (configuration not stated)
-1.8	4	-7	-15	10	100	-1	5	0.0	8	Cc1cc(C)nc(N(C#N)CC(=O)c2ccccc2)n1
0.6	-5	6	6	2	102	4	0	0.7	4	CC(C)=CCC/C(C)=C/CNC(=O)C[C@H]1C[C@H](C(=O)N2CCOCC2)[C@@]2(CCC3CCCC3)c3[nH]c4cc(CCC(=O)N(C)C)ccc4c3CCN2C1=O
1.1	-2	0	20	-1	93	-1	4	-0.1	8	Cc1c(NC(=O)CN2C(=O)c3cccc4cccc2c34)c(=O)n(-c2ccccc2)n1C
0.3	0	-9	6	63*	96	6	3	-0.8	0	CCN(CC)S(=O)(=O)c1ccc(N2CCOCC2)c(NC(=O)c2[nH]c(C)c(C(C)=O)c2C)c1
-1.9	3	-2	8	-1	107	0	-2	-0.2	2	CC(C)(C)c1ccc2c(c1)OCC(C(=O)O)O2 (configuration not stated)
-3.4	-8	6	0	-2	99	0	1	-0.1	1	CC1(C)Oc2ccc(C(=O)NC3CCCC3)cc2N(CC(=O)NC2CCCCC2)C1=O
-2.0	-5	-8	7	2	93	3	5	-0.1	3	Cn1cnc(S(=O)(=O)N2CCN(c3cccc(C(F)(F)F)c3)CC2)c1
-1.0	0	-4	0	-3	101	-11	1	0.0	-5	Cc1cccc(N2C(=O)c3cccc4cccc(c34)C2=O)c1
-2.5	14	5	8	-1	101	-4	1	0.1	4	CC(=O)Nc1ccc(S(=O)(=O)NCC(=O)OCC(=O)c2ccc[nH]2)cc1
0.5	17	-2	5	-3	107	-7	-3	-0.1	-9	COc1ccc(C2=NN(C(C)=O)C(c3cccs3)C2)cc1OC (configuration not stated)
-0.7	-5	5	3	1	100	12	13	0.0	-4	CC(NS(=O)(=O)c1ccc(OCC(=O)NCc2cccnc2)cc1)c1ccccc1 (configuration not stated)

More structures:
MC4R barr agon	Vif inh	NOD2 RIPK2 PPI	MC4R antagonist	N-glyco inh	ABCB6 inh 2	Granule exo inh	ABHD5-PLIN5 inh	aDG glyco act	TLR9-MyD88 inh	compound
0.1	5	-8	-9	-9	93	3	2	0.0	-6	N#C/C(=N\Nc1ccc(Cl)cc1)C(=N)N1CCCCC1
5.1	0	-5	-16	6	94	-4	17	0.3	5	Cn1cnnc1Sc1ccc(C(=O)OCC(=O)Nc2cc(Cl)cc(Cl)c2)cc1[N+](=O)[O-]
-0.2	3	8	5	0	92	-1	-1	-0.1	-1	CCc1noc(C)c1C(=O)Nc1nc(-c2ccccc2)c(C(C)=O)s1
-0.6	7	0	3	0	98	3	-9	-0.1	6	S=c1[nH]c2cc(Br)cnc2[nH]1
-1.5	5	-16	7	1	96	-4	-2	0.9	-9	CCc1cccc(C)c1NC(=O)N(C)C1CCCCC1
-2.9	8	5	2	0	94	6	-8	-0.1	5	COc1ccc(NC(=O)COC(=O)COc2cccc3c2OC(C)(C)C3)cc1
2.1	-4	-8	12	1	85	0	-3	0.0	-12	CCOC(=O)c1sc(NCC2CCCO2)nc1C (configuration not stated)
-0.3	1	-3	6	1	95	2	-3	0.0	-7	Cc1cc(Cl)c(S(=O)(=O)NC(C)C)cc1OCC(N)=O
0.1	-3	-7	8	3	105	-6	0	-0.4	-5	C/C(=N/NS(=O)(=O)c1cc(C)ccc1C)c1ccc2c(c1)OCO2
6.3	.	-5	9	0	97	3	7	0.0	-24	CNc1oc(-c2cccc3ccccc23)nc1C#N
-2.2	-12	9	5	1	90	-2	-10	-0.2	3	COc1ccc(CCNC(=O)C2CCCN(S(=O)(=O)c3ccccc3)C2)cc1 (configuration not stated)
-2.5	0	-7	-1	24	100	-1	2	-0.7	2	O=C(N/N=C/c1sc(N2CCOCC2)nc1-c1ccccc1)c1ccc(O)cc1
-3.8	0	13	0	0	100	0	1	-0.2	-7	COCCn1c(N)c(N(Cc2ccccc2)C(=O)COc2ccc(F)cc2Cl)c(=O)[nH]c1=O
-0.7	19	-2	8	3	101	17	15	-0.1	-10	Cc1cccc(C(=O)NNC(=O)C2CCN(C(=O)OC(C)(C)C)CC2)c1
-0.4	29	-4	-2	1	99	-5	-1	0.7	2	O=C(Oc1cccc2cccnc12)c1ccc2c(c1)OCCO2
-0.3	5	-5	-10	4	101	3	-2	-0.3	10	CN1CCN(C=NC2=NN(c3cccc(C(F)(F)F)c3)CC2)CC1
.	-1	-7	.	1	104	3	-3	0.1	.	CC(C)NC(=O)N(C)C[C@H]1OCCCC[C@@H](C)Oc2ccc(N(C)C)cc2C(=O)N([C@H](C)CO)C[C@@H]1C
-2.2	-4	-6	4	-2	99	5	1	0.2	3	CCOc1ncccc1C(=O)Nc1cccc(S(=O)(=O)N2CCCCC2)c1
-3.1	6	4	-3	0	96	10	-1	-0.2	-5	NC(=O)c1cc(N2C(=O)C=CC2=O)ccc1Cl
0.0	1	-1	7	3	94	9	-2	0.1	-3	CCc1cccc(CC)c1NC(=O)CNCc1cccs1

Next section:
MC4R barr agon	Vif inh	NOD2 RIPK2 PPI	MC4R antagonist	N-glyco inh	ABCB6 inh 2	Granule exo inh	ABHD5-PLIN5 inh	aDG glyco act	TLR9-MyD88 inh	compound
-1.7	-2	0	14	0	96	-3	-1	0.1	-3	Nc1nnnn1CC(=O)N/N=C/c1cccs1
-1.5	1	-9	14	1	93	-8	-1	0.1	6	O=C(/C=C/c1ccccc1)N(Cc1cccs1)C1CCS(=O)(=O)C1 (configuration not stated)
1.8	.	-6	-4	0	110	-3	-2	0.0	1	O=C(NCc1ccccc1)c1ccc(NC(=O)C2CCCC2)cc1
-0.9	-5	8	11	1	95	15	1	-0.3	.	COCc1cccc(-c2csc(C(O)c3ccc(F)cc3)n2)c1 (configuration not stated)
0.8	-9	-5	6	-1	99	2	8	0.0	-5	Cc1ccc(OCC(=O)N(C)CC(=O)NCc2ccco2)c(Br)c1
